Assay outcomes: PubChem BioAssay, National Center for Advancing Translational Sciences (NCATS)
EPAC1 agonist = qHTS for Agonist of cAMP-regulated guanine nucleotide exchange factor 3 (EPAC1): primary screen. Rap guanine nucleotide exchange factor 3 (Homo sapiens), O95398. EPAC1 agonist qHTS, biochemical assay; response scale: 100% = response to 6.5 mM cAMP. Potency, µM (titrated, usually from 154 µM), for inactives: at the top dose activation, hits mostly activators. 360,000 compounds, 0.073% hits. AID 720707, 2013; also: potency is read from the fitted curve at half-maximal effect; nearly all actives have a fitted effect of over 60% in size
Target sequence (O95398 whole entry, looked up): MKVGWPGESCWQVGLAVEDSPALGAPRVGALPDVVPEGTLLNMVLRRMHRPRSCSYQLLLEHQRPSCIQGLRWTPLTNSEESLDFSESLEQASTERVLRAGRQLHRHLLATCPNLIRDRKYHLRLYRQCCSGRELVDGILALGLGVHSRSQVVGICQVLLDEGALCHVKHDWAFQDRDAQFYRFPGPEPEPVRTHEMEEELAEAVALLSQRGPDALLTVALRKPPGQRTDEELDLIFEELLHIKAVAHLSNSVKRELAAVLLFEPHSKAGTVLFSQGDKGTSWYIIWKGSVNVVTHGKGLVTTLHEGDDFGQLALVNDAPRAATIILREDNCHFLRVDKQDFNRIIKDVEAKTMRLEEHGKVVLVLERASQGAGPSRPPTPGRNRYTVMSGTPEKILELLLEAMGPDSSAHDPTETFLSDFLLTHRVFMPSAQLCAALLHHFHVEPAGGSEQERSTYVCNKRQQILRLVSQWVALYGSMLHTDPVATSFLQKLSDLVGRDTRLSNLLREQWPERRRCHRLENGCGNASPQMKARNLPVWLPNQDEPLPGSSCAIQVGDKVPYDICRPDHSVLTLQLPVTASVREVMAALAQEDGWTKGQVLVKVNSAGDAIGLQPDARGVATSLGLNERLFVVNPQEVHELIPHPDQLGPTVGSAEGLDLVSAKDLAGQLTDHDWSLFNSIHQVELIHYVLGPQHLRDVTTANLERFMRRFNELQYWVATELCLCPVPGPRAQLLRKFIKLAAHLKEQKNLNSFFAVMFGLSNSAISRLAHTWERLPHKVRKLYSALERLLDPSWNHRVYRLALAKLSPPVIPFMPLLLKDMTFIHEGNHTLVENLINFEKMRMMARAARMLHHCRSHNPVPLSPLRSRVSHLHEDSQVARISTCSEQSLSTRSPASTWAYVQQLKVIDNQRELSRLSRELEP
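Nucleotide exchange by EPAC1 (100 nM) on Rap1B–BODIPY-GDP (250 nM) in the presence of 50 uM GDP is tracked fluorescently at 480/540 nm over 30 min. Signals are normalized to a 6.5 mM cAMP control.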
PI5P4K alpha inh = qHTS for Inhibitors of phosphatidylinositol 5-phosphate 4-kinase (PI5P4K); Phosphatidylinositol 5-phosphate 4-kinase type-2 alpha (Homo sapiens), P48426; PI5P4Kalpha enzyme, ADP-Glo luminescence, 60 min; hits give low values; max response, %; 330,000 compounds, 1.2% hits; active = max response of -50% or lower; inconclusive = between -30% and -50%; inactive = -30% or higher; also: value at the top dose of about 77 µM; % is scaled to controls: 0 for no effect and ±100 for the full control effect
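qHTS, 1536-well: enzyme/substrate mix, compound by pin tool, 5 microM ATP final; RT 60 min; ADP-Glo reagents 1 (45 min) then 2 (30 min); luminescence.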
Mm-Cpn inhibitor = Inhibitors of TCP-1 ring complex (TRiC) of Methanococcus maripaludis (MmCpn): qHTS. AID 504842, 2011. purified Mm-Cpn ATPase, ADP Transcreener TR-FRET. Potency, µM (doses to about 76.9 µM), for the others: at the highest dose activity, negative = inhibition, most hits filed as inhibitors. 330,000 compounds, 0.031% hits; also: potency is read from the fitted curve at half-maximal effect; % is scaled to controls: 0 for no effect and ±100 for the full control effect; nearly all actives have a fitted effect of over 80% in size
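TR-FRET (320 nm excitation; 590 and 665 nm emission) reports ADP made from 10 uM ATP by 25 nM enzyme; compounds were preincubated 10 min, reaction run 30 min, both at 37°C.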
EPAC1 antag = qHTS for Antagonist of cAMP-regulated guanine nucleotide exchange factor 3 (EPAC1): primary screen; 360,000 compounds, 0.14% hits; Rap guanine nucleotide exchange factor 3 (Homo sapiens), O95398; Potency, µM (titrated, usually from 115 µM), inactives show at the highest dose activity change, negative = inhibition, usual class: inhibitors; EPAC1 GEF assay, Rap1b-BODIPY-GDP exchange fluorescence;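 also: potency is read from the fitted curve at half-maximal effect; plate controls were vehicle for no effect and positive control for full effect; nearly all actives have a fitted effect of over 50% in size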
CCT chaperon mod = High-Throughput Screening for Modulators of Cytosolic Chaperonin Activity; 360,000 compounds, 0.3% hits; purified chaperonin ATPase assay, HTRF ADP detection, 30 min; activity change, % (concentration not given with the values), hits read low; in the data active = activity change below about -30%; also: % is scaled to controls: 0 for no effect and ±100 for the full control effect
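ATPase activity: ADP formed was measured by HTRF Transcreener (665/615 nm ratio) after 30 min at 37 deg C with 10 uM ATP. Compounds screened at one 76 uM concentration against 40 or 20 nM TRiC in Tris pH 7.4/KCl/MgCl2/DTT buffer.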
EPAC2 antagonist = qHTS for Antagonist of cAMP-regulated guanine nucleotide exchange factor 2 (EPAC2): primary screen. Rap guanine nucleotide exchange factor 4 (Homo sapiens), Q8WZA2. EPAC2 GEF exchange of Rap1B-BODIPY-GDP, fluorescence. Potency, µM (titrated, usually from 114 µM), for inactives: top-dose activity, negative = inhibition, hits mostly inhibitors. 360,000 compounds, 0.18% hits. AID 720708, 2013; also: potency is read from the fitted curve at half-maximal effect; % is scaled to controls: 0 for no effect and ±100 for the full control effect; nearly all actives have a fitted effect of over 45% in size; many of its hits are not listed in these tables
WRN inhibitor = qHTS for Inhibitors of WRN Helicase | Bifunctional 3'-5' exonuclease/ATP-dependent helicase WRN (Homo sapiens), Q14191 | WRN helicase unwinding, fluorescent forked duplex, kinetic | AID 651768, 2012 | Potency, µM (series often up to 114 µM), for the others: at the highest dose activity change, negative = inhibition, usual class: inhibitors | 360,000 compounds, 0.46% hits; also: potency is read from the fitted curve at half-maximal effect; % is scaled to controls: 0 for no effect and ±100 for the full control effect; nearly all actives have a fitted effect of over 55% in size
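Enzyme (20 nM final) and test compound sit together 15 min at room temperature before substrate addition. Substrate is a single-forked duplex oligonucleotide (100 nM) labelled with fluorophore and quencher, with 2 mM ATP; helicase unwinding raises red fluorescence, read kinetically.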
PLK1 PBD block = qHTS for Inhibitors of PLK1-PDB (polo-like kinase 1 - polo-box domain): Primary Screen | Serine/threonine-protein kinase PLK1 (Homo sapiens), P53350 | Plk1 PBD binding of FITC phosphopeptide, fluorescence polarization | Potency, µM, inactives show max response, negative = inhibition, most hits filed as inhibitors | 360,000 compounds, 2.8% hits | AID 720504, 2013; also: potency is read from the fitted curve at half-maximal effect; series mostly up to about 57 µM; % is scaled to controls: 0 for no effect and ±100 for the full control effect; nearly all actives have a fitted effect of over 65% in size
* hit, by the source's call; ? = inconclusive; nt = no result given; [ ] = another dose, or the depositor's remark. Unless noted, calls follow the shape of the dose curve; as a rule, active = well fitted curve in the direction sought with a large enough effect; inconclusive = small, poorly fitted or top-dose-only effect, or another doubt; inactive = no such curve, though single readings can be large; an effect the other way counts as inactive or inconclusive.

SMILES	EPAC1 agonist	PI5P4K alpha inh	Mm-Cpn inhibitor	EPAC1 antag	CCT chaperon mod	EPAC2 antagonist	WRN inhibitor	PLK1 PBD block
Cc1ccccc1Nc1nc(N)nc(COc2ccc(C#N)cc2)n1	0.4%	0.2	-1.8%	8.8%	-0.5	1.1%	2.1%	7.3%
O=C(Cn1nc(C(F)F)cc1C(F)F)NNC(=S)Nc1ccc(Cl)cc1	-7.3%	nt	0.9%	8.4%	2.2	6.0%	-2.9%	-20.9%
CC(C)(C)OC(=O)N1CCC(CNC(=O)c2ccc(F)cc2)CC1	3.7%	3.0	0.2%	2.1%	-1.0	-3.1%	7.0%	-9.5%
Cc1ccccc1OCC(=O)NCCC(=O)O	-5.1%	nt	-0.4%	11.2%	-6.8	7.7%	3.9%	0.1%
O=C(Nc1cc(Cl)cc(Cl)c1)C1CCC(=O)N1Cc1ccccc1Cl (stereo not drawn)	12.1%	7.8	1.1%	-31.0%	-3.4	-5.9%	-1.2%	-6.4%
COc1ccccc1CC(=O)Nc1ccc(-c2noc(COc3cccc(C)c3C)n2)cc1	-3.1%	6.3	-5.6%	-19.8%	-1.4	-4.9%	-4.8%	3.8%
Cc1ccccc1NC(=S)NC(NC(=O)COc1ccccc1)C(Cl)(Cl)Cl (stereo not drawn)	3.7%	0.9	-2.2%	24.9%	-6.2	11.1%	-6.1%	-11.2%
CCOc1ccc(N2CC(C(=O)Nc3ccccn3)CC2=O)cc1 (stereo not drawn)	-7.5%	-0.8	0.2%	-0.6%	1.5	16.0%	-1.9%	-6.2%
S=c1nc(C2CC2)n(-c2ccccc2)[nH]1	12.6%	0.3	-1.5%	-14.8%	0.1	2.0%	7.1%	-20.5%
O=C(Cc1ccccc1)Nc1ccc(CN2CCOCC2)cc1	5.8%	nt	1.3%	5.2%	0.2	18.1%	-4.9%	-5.6%
C/C(=N\NC(=O)Cn1nnc2ccccc21)c1ccco1	8.6%	-2.8	-6.0%	10.6%	0.7	0.8%	-11.3%	-0.9%
CCC1CCCCN1C(=O)COC(=O)c1cccs1 (stereo not drawn)	15.4%	-14.5	1.5%	6.2%	-2.2	3.8%	?	-5.4%
Cc1ccc(NC(=O)CN(C)C(=O)C(Sc2ccccc2)c2ccccc2)cc1 (stereo not drawn)	5.1%	-5.2	-1.4%	-17.1%	3.1	-14.9%	-4.5%	-0.8%
COc1ccc(CCNC(=O)COC(=O)c2cncc(Br)c2)cc1OC	-6.9%	-3.4	-2.8%	4.6%	1.2	-10.5%	6.9%	-0.1%
C=CCn1cccc(C(=O)Nc2ccc(C)cc2)c1=O	-4.4%	12.7	0.9%	3.2%	-1.1	-4.1%	-0.4%	-1.7%
O=S(=O)(NCc1ccccc1)c1ccc2ccccc2c1	-7.3%	-4.4	1.5%	-7.1%	-2.3	-10.1%	-6.0%	4.5%
Cc1ccccc1N1CCN(C2=NC(=O)/C(=C/c3cn[nH]c3-c3ccccc3)S2)CC1	1.5%	-61.5*	0.0%	-27.7%	-2.7	-10.3%	-5.8%	-21.1%
CC(=O)N1CCN(c2ccc(NCc3ccc(-c4ccc(Br)cc4)o3)cc2)CC1	-15.6%	nt	-12.5%	-2.4%	nt	3.8%	nt	nt
COC(=O)c1oc2ccc(Br)cc2c1NC(C)=O	1.3%	-6.1	-6.6%	-3.9%	-2.5	10.5%	0.3%	-2.3%
OCc1cccc(-c2csc(C(O)c3ccccc3)n2)c1 (stereo not drawn)	5.0%	-2.4	nt	14.6%	1.2	5.0%	6.9%	-0.9%
O=[N+]([O-])c1ccc(C2CCCC/C2=N/OCc2ccccc2F)c([N+](=O)[O-])c1 (stereo not drawn)	1.5%	-1.6	1.8%	-11.2%	0.1	6.9%	-4.5%	-5.5%
O=C(O)C1=CC[C@@H](c2ccc(Cl)cc2)N(S(=O)(=O)c2ccc(Cl)cc2)[C@H]1c1cccc(Cl)c1	0.7%	-5.8	2.3%	?	1.1	?	-17.3%	29.9µM*
CCOC(=O)CNC(=O)C1CCCc2c1[nH]c1ccc(Cl)cc21 (stereo not drawn)	5.2%	14.8	-1.9%	4.1%	-0.1	-13.0%	-5.0%	-7.6%
O=C(Nc1ccccc1C(=O)NC(Cc1c[nH]c2ccccc12)C(=O)O)c1ccccc1 (stereo not drawn)	2.7%	1.9	1.7%	6.9%	-1.3	2.4%	-0.6%	-21.1%

Sorted by molecular weight (ascending): 3 of the compounds above
SMILES	EPAC1 agonist	PI5P4K alpha inh	Mm-Cpn inhibitor	EPAC1 antag	CCT chaperon mod	EPAC2 antagonist	WRN inhibitor	PLK1 PBD block
CCOC(=O)CNC(=O)C1CCCc2c1[nH]c1ccc(Cl)cc21 (stereo not drawn)	5.2%	14.8	-1.9%	4.1%	-0.1	-13.0%	-5.0%	-7.6%
Cc1ccc(NC(=O)CN(C)C(=O)C(Sc2ccccc2)c2ccccc2)cc1 (stereo not drawn)	5.1%	-5.2	-1.4%	-17.1%	3.1	-14.9%	-4.5%	-0.8%
CC(=O)N1CCN(c2ccc(NCc3ccc(-c4ccc(Br)cc4)o3)cc2)CC1	-15.6%	nt	-12.5%	-2.4%	nt	3.8%	nt	nt

(cont.)
SMILES	EPAC1 agonist	PI5P4K alpha inh	Mm-Cpn inhibitor	EPAC1 antag	CCT chaperon mod	EPAC2 antagonist	WRN inhibitor	PLK1 PBD block
CC(=O)c1nnn(-c2nc(N)nc(N(c3ccccc3)c3ccccc3)n2)c1C	-3.8%	0.4	0.8%	10.5%	-0.3	-0.1%[57.1 µM]	6.3%	5.4%
CN(C)CCCNc1c2c(nc3cc(-c4cccc(F)c4)nn13)CCC2	-14.7%	-1.1	-2.6%	-20.2%	2.0	-7.6%	5.7%	3.1%
CN(C)c1ccc(CN(C(=O)COc2ccccc2)C2CCS(=O)(=O)C2)cc1 (stereo not drawn)	16.4%	nt	-0.6%	0.1%	-0.7	0.5%	7.0%	-7.3%
CSc1nc2ccccc2n1Cc1c(Cl)cccc1Cl	1.9%	10.3	1.0%	-9.5%	-1.5	-5.6%	-0.5%	-8.9%
O=C(NNC(=O)C1CC(=O)N(c2ccc3c(c2)OCCO3)C1)c1ccc(F)cc1 (stereo not drawn)	1.4%	-1.7	0.3%	-13.3%	-1.3	-3.8%	-0.2%	-3.4%
NC(=O)c1ccc(NC(=O)CS(=O)(=O)c2cn(CC(=O)N3CCCCC3)c3ccccc23)cc1	5.9%	-3.1	-1.5%	-3.9%	-10.7	-0.8%	-9.4%	-15.3%
Cc1onc(-c2ccccc2)c1C(=O)NNC(=S)NC(=O)/C=C/c1cccs1	-4.6%	-20.6	0.9%	-6.4%	0.1	14.7%	4.3%	-24.2%
CC(C)(C=O)Cc1cc(C(C)(C)C)c(O)c(C(C)(C)C)c1	-11.5%	7.3	1.0%	-13.1%	1.5	-18.7%	-8.1%	-1.6%
CC(C)(C)c1ccc(NC(=O)c2ccc3c(c2)S(=O)(=O)c2ccccc2C3=O)cc1	9.1%	-8.5	nt	14.6%	0.7	-7.2%	4.5%	-6.1%
COc1ccc(-n2c(Cc3cccn3C)nnc2SCC(=O)Nc2cccc(NC(C)=O)c2)cc1	4.0%	nt	-1.3%	-13.1%	-0.1	-7.3%	-10.5%	-1.0%
COc1cc(/C=N\n2nnnc2N)ccc1OCc1ccc(F)cc1	-14.2%	0.2	-1.3%	8.1%	-5.2	-6.4%	-26.9%[57.1 µM]	-7.7%
CC1CCCCN1CC(O)COCCC12CC3CC(CC(C3)C1)C2 (stereo not drawn)	2.9%	6.6	0.0%	-6.6%	1.7	6.2%	-1.7%	-1.1%
O=C(Nc1ccncc1)c1ccc2c(c1)C(=O)N(CC1CCCO1)C2=O (stereo not drawn)	-2.8%	-5.0	-2.6%	11.7%	1.2	16.1%	8.7%	0.6%
CC[C@@]1(C(=O)OC)N[C@H](CN(C)C(=O)Nc2ccccc2)[C@@H]2C(=O)N(C)C(=O)[C@@H]21	8.3%	-2.6	-0.5%	-3.2%	-0.1	-2.4%	-3.2%	-3.6%
COc1ccc(NC(=O)C2CCCCC2)cc1S(=O)(=O)N1CCOCC1	6.9%	-2.3	1.3%	2.7%	0.2	2.5%	1.1%	-2.9%
CC(OC(=O)/C=C/c1cccc(F)c1)C(=O)NC1CCCCC1C (stereo not drawn)	-7.0%	-1.4	-4.4%	-4.6%	-1.4	2.7%	4.6%	2.8%
CCNC(=S)N(Cc1ccco1)Cc1cc2cc3c(cc2[nH]c1=O)OCCO3	6.0%	0.8	0.2%	-12.2%	-0.6	-1.8%	-11.3%	-7.6%
CCCCN(C(=O)C(C)Oc1ccc(Cl)cc1)c1c(N)n(CCCC)c(=O)[nH]c1=O (stereo not drawn)	5.6%	2.1	-1.1%	7.2%	-2.9	-6.9%	6.7%	-8.8%
CCn1nnc2c(=O)oc3ccccc3c21	6.9%	-0.6	-5.7%	-20.5%	2.2	4.7%	-4.1%	?
Cc1cccc(SCc2noc(C(=O)NCC3CCCO3)c2C(=O)O)c1 (stereo not drawn)	7.6%	-20.7	0.9%	-15.0%	-0.4	2.3%	-3.4%	1.4%
O=C(O)c1cc(NCc2cccs2)ccc1N1CCOCC1	0.8%	2.4	-2.6%	-2.7%	-1.8	-2.8%[57.1 µM]	6.0%	-14.5%
CCCc1nnc(NC(=O)CCS(=O)(=O)Cc2ccccc2)s1	9.0%	-5.2	0.2%	2.8%	0.7	3.0%	4.5%	-18.5%
O=C(COc1ccc(Br)cc1)NCCCNC(=O)c1ccncc1	13.5%	6.7	-6.7%	6.6%	0.9	3.3%	1.7%	-3.9%
COc1ccc(CN(C(=O)c2oc3cc(C)ccc3c2C)C2CCS(=O)(=O)C2)cc1OC (stereo not drawn)	-1.4%	6.8	0.6%	-0.3%	-0.1	-21.7%	-1.6%	-8.1%

These rows are one share of the data (hit frequency here may not be typical).
